S100A4 inh HTS: S100A4-myosin IIA interaction inhibition | P26447 | S100A4/TAMRA-MyoIIA peptide fluorescence polarization | inhibition, % at 10.7 µM | 360,000 compounds, 0.14% hits | AID 652163;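 active means mean inhibition of at least 70% across replicates, with every replicate also reaching that level; inconclusive means mean inhibition reaches 70% but some replicates fall short; inactive means mean inhibition below 70%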
Target sequence (P26447 whole entry, looked up): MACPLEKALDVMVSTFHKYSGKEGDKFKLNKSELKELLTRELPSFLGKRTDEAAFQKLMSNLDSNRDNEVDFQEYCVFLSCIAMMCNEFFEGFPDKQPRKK
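Assay system: human S100A4 monomer with TAMRA-labelled myosin IIA peptide / Buffer or medium: Calcium-containing HEPES buffer, pH 7.2 / Reagent: TAMRA-labelled myosin IIA heavy-chain peptide probe, 5 nM / Compound: one dose per compound / Timing: polarization read 5 min after assay mix addition, stable 5–60 min / Benchmarks: neutral control DMSO, positive control TFP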
SIRT5 block: inhibitors of human sirtuin-5 desuccinylase; 330,000 compounds, 1.1% hits; Q9NXA8; AID 652115; Purified SirT5, succinyl-peptide AMC, trypsin-coupled fluorescence; inhibition, % at 15 µM; in the data active means inhibition above about 15%; inconclusive means no clear call, values can overlap the other calls
Target sequence (Q9NXA8 whole entry, looked up): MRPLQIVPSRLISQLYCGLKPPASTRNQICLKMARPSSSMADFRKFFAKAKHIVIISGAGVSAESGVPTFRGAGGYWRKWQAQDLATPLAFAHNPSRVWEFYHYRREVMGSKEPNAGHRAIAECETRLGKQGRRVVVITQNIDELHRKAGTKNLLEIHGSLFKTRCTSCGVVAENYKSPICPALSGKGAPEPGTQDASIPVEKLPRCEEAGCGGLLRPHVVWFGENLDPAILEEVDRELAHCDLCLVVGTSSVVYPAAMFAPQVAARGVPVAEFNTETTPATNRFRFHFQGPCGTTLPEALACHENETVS
PglD inh: inhibitors of Campylobacter jejuni PglD acetyltransferase; purified PglD enzyme, DTNB colorimetric CoA detection; inhibition, % at 12.5 µM; 360,000 compounds, 0.098% hits; AID 602405; in the data active means inhibition above about 16%, passing the limit was not always enough; inconclusive means no clear call, values can overlap the other calls; further: strong numbers were not always called active
C2C12 statin: protects C2C12 myotubes from simvastatin toxicity; ATP luminescence, 48 h; scaled: DMSO 0, geranylgeraniol control 100; rescue of ATP level, % at 7.49 µM; 330,000 compounds, 0.78% hits; AID 602340;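 active means mean ATP rescue above about 67%, or every replicate alone reaching that limit, limit read from the data, passing the limit was not always enough; inconclusive means no clear call, values can overlap the other calls; inactive means mean under the limit and some replicate under it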;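 further: myotubes were challenged with 10 µM simvastatin during compound exposure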
ERp5 block: ERp5 (human) disulfide isomerase inhibition. ERp5 insulin aggregation, absorbance 650 nm, 90 min. inhibition, % at 9.99 µM. 350,000 compounds, 0.05% hits;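 active means mean replicate inhibition above about 25%, with every replicate also reaching it, limit read from the data, passing the limit was not always enough; inconclusive means only one of those two criteria met; inactive means neither criterion met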
Target sequence (Q15084 whole entry, looked up): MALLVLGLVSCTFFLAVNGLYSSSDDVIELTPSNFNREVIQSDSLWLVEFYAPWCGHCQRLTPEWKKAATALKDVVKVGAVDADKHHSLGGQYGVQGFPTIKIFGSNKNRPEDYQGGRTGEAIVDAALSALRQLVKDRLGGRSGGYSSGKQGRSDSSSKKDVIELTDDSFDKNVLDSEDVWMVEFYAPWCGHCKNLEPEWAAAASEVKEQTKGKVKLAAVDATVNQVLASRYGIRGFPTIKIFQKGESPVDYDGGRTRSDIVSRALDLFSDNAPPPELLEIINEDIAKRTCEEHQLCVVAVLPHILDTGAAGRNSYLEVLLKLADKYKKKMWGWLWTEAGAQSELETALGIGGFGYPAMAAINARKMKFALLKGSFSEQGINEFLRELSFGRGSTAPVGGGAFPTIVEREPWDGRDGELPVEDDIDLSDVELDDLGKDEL
DENV2 CPE rescue: inhibitors of DENV2 cytopathic effect; DENV2-infected cells, cytopathic effect rescue, plate reader; CPE inhibition, % at 9.99 µM; 350,000 compounds, 1.7% hits; AID 651640; in the data active means CPE inhibition above about 20%, passing the limit was not always enough; inconclusive means no clear call, values can overlap the other calls; tested in BHK-21 cells;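 further: 0% = median of neutral control wells and 100% = median of positive control wells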
E-sel inducer: induces E-selectin expression in human endothelial cells. activation, % at 7.58 µM. AID 686992. P16581. HUVEC E-selectin immunofluorescence imaging; normalized: neutral wells 0, TNF-alpha wells 100. 260,000 compounds, 0.37% hits;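 active means mean E-selectin-positive cell signal at least 10% of the positive control, reached in at least 60% of replicates, without over 20% cell loss; inconclusive means no rule given, readout overlaps actives, possibly toxicity-flagged; inactive means the rest, including those meeting only one limit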;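 further: in these data hits start at about 27%; measured in HUVEC primary endothelial cells; signal is the percent of cells scored E-selectin positive by PE staining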
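System: HUVEC / Compound: single concentration / Signal: immunofluorescence imaging / Read-out: percent E-selectin-positive cells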
An asterisk follows results filed as active; ? = inconclusive; . = not tested or not shown; & = joins results of further samples. The list is partial. The share of hits here may be higher or lower than overall.

Second line of a record: S100A4 inh HTS	SIRT5 block	PglD inh	C2C12 statin	ERp5 block	DENV2 CPE rescue	E-sel inducer
> C[C@@H]1CN([C@@H](C)CO)C(=O)c2cc(C#Cc3cccnc3)cnc2O[C@H]1CN(C)Cc1cccnc1
    4	-2	-1	-10	-1	-2	0.3
> CO[C@@H]1CN(C)C(=O)c2ccc(NC(=O)C3CC3)cc2OC[C@@H](C)N(C(=O)C2CCCCC2)C[C@H]1C
    5	1	.	.	-4	6	-0.2
> COc1ccc(NC(=O)C2CCN(S(=O)(=O)c3cccc4nonc34)CC2)c(OC)c1
    1	3	-1	19	-1	0	0.0
> Cc1ccc(S(=O)(=O)CCC(=O)OCc2cc(=O)oc3cc(C)ccc23)cc1
    -1	-3	-2	-10	10	-11	.
> COCC(=O)N1CCCCN2[C@H](CO)[C@H](c3ccc(-c4ccc(F)cc4)cc3)[C@@H]2C1
    -14	-4	-6	.	-3	-8	-0.2
> COC(=O)[C@]12CCCCC=C1N(CCc1ccc(OC)c(OC)c1)C(=O)[C@H](CC(=O)NCCCN1CCCC1=O)C2
    -1	.	.	.	-3	-7	0.0
> COc1ccc(S(=O)(=O)NCc2ccco2)cc1C(=O)N1CCCCC1
    -4	-6	-9	3	3	-1	.
> O=C(CCN1CCCCC1)NNC(=O)C12CC3CC(CC(C3)C1)C2
    -4	-2	-3	6	3	4	1.9
> COCCn1c(=O)c2c(nc3n2CCCN3CCc2ccccc2)n(C)c1=O
    6	-3	1	-30	3	8	.
> COc1ccc(-c2ccc3c(c2)O[C@H](CN(C)C(=O)Nc2ccccc2F)[C@@H](C)CN([C@H](C)CO)S3(=O)=O)cc1
    -3&10	0&-2	-2&-1	-4&-6	-3&-1	-12&3	.
> CCCCCCCCN1C(=O)[C@@H](CC(=O)N2CCOCC2)C[C@@]2(C(=O)OC)C1=C[C@H](C(C)(C)C)O[C@@H]2C
    -4	.	.	.	-2	4	-0.1
> CN(C/C=C/c1ccccc1[N+](=O)[O-])Cc1ccccc1
    -1	0	2	-1	5	1	.
> COc1cccc(NC(=O)CN(C)C(=O)C23CC4CC(CC(Cl)(C4)C2)C3)c1
    -2	-2	4	-12	4	-4	1.1
> O=C(NCc1ccc(F)cc1)C(c1ccccc1)N(C(=O)c1csnn1)C1CCCC1 (centres undefined)
    -4	-3	2	-27	3	2	0.4
> C[C@@H]1CN([C@@H](C)CO)C(=O)c2cc(C3=CCCCC3)cnc2O[C@H]1CN(C)S(=O)(=O)c1cn(C)cn1
    4	3	-2	5	0	7	-0.3
> CN1CCN(C(=S)NC(=O)c2ccccc2Cl)CC1
    -1	0	-1	-2	-7	-1	-0.1
> CCC(=O)c1ccc2ncccc2c1
    1	0	.	.	0	-1	.
> C=CCOC(=O)C1=C(C)Nc2[nH]c(=O)[nH]c(=O)c2C1c1ccccc1 (centres undefined)
    -1	-1	.	.	3	.	0.0
> NC(=O)NC(=O)C[n+]1cccc(/C=N/O)c1
    -8	0	.	.	-2	2	.
> Nc1nnc(C(=O)c2ccccc2N)s1
    -3	9	2	-4	-3	1	.
> Cc1cccc(-c2ccc([C@H]3[C@@H](CO)N4CCCCN(S(=O)(=O)c5ccccc5C)C[C@H]34)cc2)c1
    -4	3	3	.	-7	2	-0.3
> Cc1noc(C)c1S(=O)(=O)N(C)C[C@@H]1OCCCC[C@@H](C)Oc2ccc(NC(=O)Nc3ccc(F)cc3)cc2C(=O)N([C@H](C)CO)C[C@H]1C
    -13	-5	1	.	1	-3	-0.1
> O=C(COc1ccc([N+](=O)[O-])cc1)N1CCN(c2nnc(-c3ccccc3)c3ccccc23)CC1
    0	-4	.	46	-5	2	-0.2
> O=C(COC(=O)c1cc(=O)[nH]c2ccccc12)Nc1nccs1
    -10	4	-3	-11	14	2	7.2
> O=C(CCc1nnc(-c2ccc3c(c2)OCO3)o1)N1CCC(c2ccc(F)cc2)C1 (centres undefined)
    -5	-1	.	.	1	9	3.7
> CCc1ccc(Nc2nc(C)cc(C)n2)cc1
    -4	-3	-4	-22	1	-2	2.4
> COc1ccc(Cl)cc1-c1nc(SCC(=O)NC(C)C(C)C)n[nH]1 (centres undefined)
    4	0	0	-3	-10	9	-0.1
> Cc1ccc(C(=O)NC2CCN(S(=O)(=O)c3ccccc3)CC2)cc1
    7	0	.	.	3	-2	0.1
> O=C(COc1cc2oc(=O)c3c(c2cc1Cl)CCC3)NCC1CCC(C(=O)O)CC1 (centres undefined)
    -3	-4	.	.	-1	5	0.4
> Cc1ccc(Cl)cc1N1CCN(C(=O)C2CCC(=O)N2C(C)C)CC1 (centres undefined)
    -8	1	5	10	-1	-5	-0.1

3 compounds drawn at random from those above, as already listed:
Second line of a record: S100A4 inh HTS	SIRT5 block	PglD inh	C2C12 statin	ERp5 block	DENV2 CPE rescue	E-sel inducer
> COc1ccc(NC(=O)C2CCN(S(=O)(=O)c3cccc4nonc34)CC2)c(OC)c1
    1	3	-1	19	-1	0	0.0
> Cc1cccc(-c2ccc([C@H]3[C@@H](CO)N4CCCCN(S(=O)(=O)c5ccccc5C)C[C@H]34)cc2)c1
    -4	3	3	.	-7	2	-0.3
> NC(=O)NC(=O)C[n+]1cccc(/C=N/O)c1
    -8	0	.	.	-2	2	.

More results.
Second line of a record: S100A4 inh HTS	SIRT5 block	PglD inh	C2C12 statin	ERp5 block	DENV2 CPE rescue	E-sel inducer
> S=C(Nc1ccccc1Cl)N(Cc1ccccc1)Cc1cccnc1
    0	-1	.	.	-10	3	2.1
> CNc1ncnc2c1ncn2[C@H]1CN(Cc2ccc3c(c2)OCO3)C[C@@H](CO)O1
    3	5	2	2	5	4	-0.2
> COCC(=O)Nc1ccc2c(c1)OC[C@H](C)N(Cc1cccnc1)C[C@@H](C)[C@@H](OC)CN(C)C2=O
    7	4	1	8	-6	2	0.4
> Cc1ccc(CSc2nnc(SCC(=O)N/N=C/C=C/c3ccccc3[N+](=O)[O-])s2)cc1
    -1	1	.	.	1	2	-3.2
> N#C[C@H]1[C@H](c2ccccc2C2=CCCC2)[C@@H](CO)N1C(=O)C1CCOCC1
    5	0	.	.	1	-6	0.1
> Cc1ccc2nc3c(cc(C(=O)NCCc4ccccc4)c(=N)n3CCCN3CCOCC3)c(=O)n2c1
    -22	2	-2	-90	7	1	.
> CCC(C(=O)NC1CCCC1)N(C(=O)c1snc(C(N)=O)c1N)c1ccc(OC)cc1 (centres undefined)
    -3	-1	1	-8	2	-6	.
> Cc1cccc(-n2c(O)c(C=Nc3c(C)n(C)n(-c4ccccc4)c3=O)c3ccccc3c2=O)n1
    8	4	-3&-3	0&7	-1	7	0.0
> COc1ccc(C(=O)NCC(c2ccco2)N2CCOCC2)cc1 (centres undefined)
    1	.	3	-10	6	-11	-0.1
> CS(=O)(=O)N1CCCCC1c1cc(C(=O)NCc2ccccc2)no1 (centres undefined)
    -1	.	.	-3	2	11	0.3
> C=C[C@]1(C)C=C2C(=O)[C@@]3(O)OC(=O)[C@@]4(CCCC(C)(C)[C@H]34)[C@@]2(O)CC1
    0	0	-1	-111	-1	15	-0.2
> O=C(O)c1cnn(-c2ccccc2)c1C(F)(F)F
    -2	-7	5	10	2	3	-0.1
> CN(C(=O)c1cccc(NC(=O)Cc2ccc(NC(=O)C3CCN(C(=O)c4ccccc4)CC3)cc2)c1)C1CCC1
    -8	1	0	4	1	1	1.9
> CC(=O)c1ccc(NC(=S)NC(=O)CC(C)C)cc1
    -3	-3	.	.	-2	10	.
> CCOC(=O)Cn1ccc2cc(S(=O)(=O)N3CCCC3)ccc21
    10	.	-8	3	-1	-12	0.7
> COc1cccc(C(C)(O)c2nc(-c3cccc(C#N)c3)cs2)c1 (centres undefined)
    1	-4	3	5	8	2	0.2
> O=[N+]([O-])c1ccc(S(=O)(=O)N2CCN(c3ccccn3)CC2)cc1
    7	.	0	7	7	-4	0.0
> COc1ccccc1CNC(=O)C[C@@H]1CC[C@H](NC(=O)CN(C)C)[C@@H](CO)O1
    5	0	3	3	-6	-5	-0.3
> O=c1c2c3c(sc2nc2n1CCC2)CCCCC3
    0	6	.	.	1	12	8.4
> CC1(C(=O)Nc2ccc3c(c2)OCO3)CCN1C(=O)CCc1cccs1 (centres undefined)
    2	-8	-1	13	-7	3	2.1
> C[C@H]1CN([C@@H](C)CO)C(=O)Cc2cc(NC(=O)CCCCCC(=O)Nc3ccccc3N)ccc2O[C@H]1CN(C)Cc1ccc(Cl)c(Cl)c1
    -5	5	0	105*	2	-8	75*
> C[C@@H]1CN([C@@H](C)CO)C(=O)Cc2cc(NS(=O)(=O)c3cn(C)cn3)ccc2O[C@@H]1CN(C)CC1CC1
    1	1	-3	-36	2	2	-0.1
> Cc1cc(C)c(S(=O)(=O)Oc2ccccc2[N+](=O)[O-])c(C)c1
    1	0	-2	-14	-8	6	-0.2
> O=C(CSc1nc(=O)n2ccccc2n1)N1CCN(c2ccccc2)CC1
    -1	-1	0	6	-4	2	-0.1
> Cc1cc(C)c(S(=O)(=O)N2CCCCC2CCNC(=O)C(=O)NCc2cccnc2)c(C)c1 (centres undefined)
    -2	1	-5	-3	-2	6	0.0
> CCNC(=O)C[C@H]1CC[C@H]2[C@H](COc3ccc(NC(=O)Cc4cccs4)cc3C(=O)N2C)O1
    -3	-4	1	1	-3	7	-0.1
> Cc1ccc(S(=O)(=O)N2CCN(C(=O)COC(=O)Cc3cccc(C(F)(F)F)c3)CC2)c(C)c1
    -1	-4	.	10	5	4	.
> O=C(COc1cccc(F)c1)NNC(=O)c1cccc(-n2cccc2)c1
    2	-3	.	-1	3	-1	.
> CCN(C(=O)c1cnc(OC)cc1C(F)(F)F)c1ccc(Cl)cc1
    -1	-5	5	15	.	-1	.
> O=C(O)CCCNC(=O)/C(=C\c1ccccc1F)NC(=O)c1ccccc1
    2	.	.	.	4	?	.

Compound profiles, from the list above. Values in the order: S100A4 inh HTS	SIRT5 block	PglD inh	C2C12 statin	ERp5 block	DENV2 CPE rescue	E-sel inducer
Cc1ccc2nc3c(cc(C(=O)NCCc4ccccc4)c(=N)n3CCCN3CCOCC3)c(=O)n2c1 across the screens: -22	2	-2	-90	7	1	.
O=[N+]([O-])c1ccc(S(=O)(=O)N2CCN(c3ccccn3)CC2)cc1 across the screens: 7	.	0	7	7	-4	0.0

The main list resumes, starting two compounds before the break.
Second line of a record: S100A4 inh HTS	SIRT5 block	PglD inh	C2C12 statin	ERp5 block	DENV2 CPE rescue	E-sel inducer
> CCN(C(=O)c1cnc(OC)cc1C(F)(F)F)c1ccc(Cl)cc1
    -1	-5	5	15	.	-1	.
> O=C(O)CCCNC(=O)/C(=C\c1ccccc1F)NC(=O)c1ccccc1
    2	.	.	.	4	?	.
> O=C(Nc1ccc(Br)cc1Cl)N1CCOCC1
    1	5	.	.	3	4	-0.1
> Cc1c(C)c2ccc(OCC(=O)N3CCN(c4cccc(Cl)c4)CC3)cc2oc1=O
    -3	-1	4	12	2	-2	.
> Cc1c(C(=O)/C=C/N(C)C)nnn1-c1ccc(Cl)cc1Cl
    -3	-3	.	.	4	5	.
> C=CCn1c(=S)[nH]c2cc(C(=O)Nc3ccc(F)cc3)ccc2c1=O
    1	-1	0	-25	3	?	.
> C[C@@H]1CN([C@H](C)CO)C(=O)Cc2cc(NS(=O)(=O)c3cn(C)cn3)ccc2O[C@H]1CN(C)Cc1ccc2c(c1)OCO2
    .	.	-2	-7	.	-5	-0.1

Screening data deposited in PubChem BioAssay by Broad Institute.
